# High-throughput results as filed in PubChem BioAssay.
# GLP-1R inv ag = GLP-1 receptor (human) inverse agonism. P43220. HEK293 GLP-1R CRE-luciferase, luminescence, 24 h; GLP-1R form is constitutively active. Potency, µM (top dose mostly 38.3 µM), for inactives: top-dose activity change, negative = inhibition, actives largely listed as inhibitors. hit rate 1.6% among 410,000. AID 624417; further: potency means the concentration at half of the fitted maximal effect; on the % scale 0 is the no-effect control and ±100 the full control effect; nearly all actives have a fitted effect of over 55% in size
# Target sequence (P43220 whole entry, looked up): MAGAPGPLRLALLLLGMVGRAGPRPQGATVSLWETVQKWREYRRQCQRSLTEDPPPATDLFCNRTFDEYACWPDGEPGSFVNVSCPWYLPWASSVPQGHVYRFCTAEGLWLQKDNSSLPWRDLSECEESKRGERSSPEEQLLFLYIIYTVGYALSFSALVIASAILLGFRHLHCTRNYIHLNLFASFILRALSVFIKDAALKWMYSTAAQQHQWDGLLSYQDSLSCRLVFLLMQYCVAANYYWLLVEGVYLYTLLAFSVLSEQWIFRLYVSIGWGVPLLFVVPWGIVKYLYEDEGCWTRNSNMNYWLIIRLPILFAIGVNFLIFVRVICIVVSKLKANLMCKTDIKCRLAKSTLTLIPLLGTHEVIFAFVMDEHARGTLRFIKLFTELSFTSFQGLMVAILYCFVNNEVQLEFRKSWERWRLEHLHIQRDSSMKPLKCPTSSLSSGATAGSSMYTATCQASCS
#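 Readout was luciferase luminescence, measured 12 min after detection reagent at room temperature. Beforehand, GLP-1R reporter HEK293 cells had sat 12 h, then received compounds for 24 hr at 37 deg C.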
# TDP-43 yeast inh = inhibitors of TDP-43 toxicity in yeast. TDP-43 expressing yeast growth rescue, BacTiter-Glo, 24 h. Potency, µM (series often up to 46.1 µM), for the others: at the top dose growth rescue (activation), usual class: activators. hit rate 1.8% among 410,000; further: potency means the concentration at half of the fitted maximal effect; % of control where 0% means no effect; nearly all actives have a fitted effect of over 50% in size
#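 In this qHTS, compounds that restore growth of yeast expressing TDP-43 appear as activators. Cells (OD600=0.02, galactose medium, raffinose-pregrown) are incubated with compound 24 hr at 30 deg C and growth is quantified by BacTiter-Glo.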
# Akt phos inh = blocks phosphorylation of Akt; Neuro2A IGF-stimulated pAkt S473 HTRF, 20 min; hits give low values; activity change, % for hits at 50 µM; hit rate 0.32% among 360,000; in the data active means activity change below about -80%; inconclusive means mostly about -51% to -80%; further: on the % scale 0 is the no-effect control and ±100 the full control effect
#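 Neuro2A cells (4,500/well, DMEM with 0.5% FBS) were treated with compound at a single 50 µM final concentration, stimulated with 6 nM IGF for 20 min at 37 °C, and lysed. Phospho-Akt Ser473 was read by HTRF as 665/615 ratio ×10^4.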
# FUS suppressor = FUS proteinopathy suppression in yeast. S. cerevisiae FUS-expressing, growth rescue, OD600, 24 h. Potency, µM (highest dose often 76.6 µM), without a hit: at the highest dose growth rescue (activation), hits mostly activators. hit rate 0.24% among 390,000. AID 1347120;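 further: potency means the concentration at half of the fitted maximal effect; plate controls were DMSO vehicle for no effect and reference control for full effect; nearly all actives have a fitted effect of over 55% in size; some results filed as inactive show a strong effect at the top dose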
#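 Cultures pregrown in 2.5% raffinose medium are shifted to minimal medium containing 2% galactose to express toxic FUS. Compounds are tested at several concentrations. After 24hr at 30C, growth is quantified at 600 nm absorbance.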
# GLP-1R agonist = GLP-1 receptor (human) agonism. P43220. HEK293 GLP-1R CRE-luciferase, luminescence, 4-6 h; cells express a hypersensitive GLP-1R form. Potency, µM (highest dose often 45.6 µM), for inactives: at the highest dose activation, most hits filed as activators. hit rate 0.007% among 380,000. AID 624172; further: potency means the concentration at half of the fitted maximal effect; % of control where 0% means no effect
# PTHR1 ag = activates the human parathyroid hormone receptor PTHR1; Q03431; HEK293 GP2 PTHR1 cells, GloSensor cAMP luminescence, 1 h; Potency, µM (series often up to 115 µM), without a hit: top-dose activation, most hits filed as activators; hit rate 0.075% among 410,000; AID 743266; further: potency means the concentration at half of the fitted maximal effect; nearly all actives have a fitted effect of over 55% in size; some results filed as inactive show a strong effect at the top dose; inactives centre near -15; many of its hits are not listed in these tables
#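 HEK-293-derived GP2 cells expressing PTHR1 and a GloSensor cAMP reporter, 3,000/well, plated overnight, given luciferin plus IBMX (each 0.5 mM as added) for 1 h at 37 °C, then compound for 1 h at 37 °C. Luminescence was read after 15 min at room temperature.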
# Abeta yeast res = A-beta toxicity reversal in yeast; yeast expressing A-beta42, growth rescue, OD600, 48 h; response scale: 0% DMSO, 100% iron-clioquinol control; Potency, µM (titrated, usually from 46.1 µM), for the others: at the top dose growth rescue, most hits filed as activators; hit rate 0.063% among 410,000; further: potency means the concentration at half of the fitted maximal effect; nearly all actives have a fitted effect of over 55% in size
#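 Yeast growth medium received pinned compounds, then yeast cells expressing toxic A-beta were added; plates incubated at 30 C for 48 hr. Growth read as absorbance at 600 nm, normalized to DMSO and equimolar FeCl3 plus clioquinol controls.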
# aSyn rescue = alpha-synuclein toxicity inhibition in yeast. Yeast expressing alpha-synuclein, growth rescue, BacTiter-Glo, 24 h. hit rate 0.14% among 370,000. Potency, µM (top dose mostly 46.1 µM), for inactives: at the top dose growth rescue (activation), most hits filed as activators; further: potency means the concentration at half of the fitted maximal effect; % of control where 0% means no effect; nearly all actives have a fitted effect of over 65% in size
#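 Readout is rescue of growth in alpha-synuclein-expressing yeast, so inhibitors of toxicity appear as activators. Growth after 24 hr at 30 deg C in galactose medium is quantified by luminescence.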
# D3 antag = blocks the human D3 dopamine receptor; P35462; D3R cells, DiscoveRx beta-arrestin luminescence, antagonist mode; hits give low values; max response, negative = inhibition, %; hit rate 2.5% among 360,000; AID 652054; in the data active means max response below about -50%; inconclusive means no clear call, values can overlap the other calls; further: on the % scale 0 is the no-effect control and ±100 the full control effect; mostly tested at two doses, the higher about 12 µM
# Target sequence (P35462 whole entry, looked up): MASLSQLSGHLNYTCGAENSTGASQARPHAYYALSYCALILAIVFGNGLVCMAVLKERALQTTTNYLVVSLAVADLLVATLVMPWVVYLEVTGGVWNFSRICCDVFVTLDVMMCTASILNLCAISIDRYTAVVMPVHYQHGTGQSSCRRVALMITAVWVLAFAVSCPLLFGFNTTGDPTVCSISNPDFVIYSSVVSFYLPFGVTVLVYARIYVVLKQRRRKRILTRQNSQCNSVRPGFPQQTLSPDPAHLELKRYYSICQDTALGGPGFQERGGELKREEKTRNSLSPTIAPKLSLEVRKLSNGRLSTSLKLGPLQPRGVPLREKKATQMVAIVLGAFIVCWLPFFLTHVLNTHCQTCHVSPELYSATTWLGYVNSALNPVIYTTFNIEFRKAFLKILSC
#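 Cells expressing the human receptor were seeded at 1500 cells/well, incubated overnight at 37 degrees C in 5% CO2, then exposed to library compounds with dopamine controls for 90 minutes at 37 degrees C before luminescent detection.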
# Starred values were filed as active, the others as inactive; i = inactive; ? = inconclusive; . = not tested or not shown; [ ] = another dose, or the depositor's remark. Unless noted, the call rests on the fitted dose curve; in most records, active means well fitted curve in the direction sought with a large enough effect; inconclusive means small, poorly fitted or top-dose-only effect, or another doubt; inactive means no such curve, though single readings can be large; an effect the other way counts as inactive or inconclusive. Some of the compounds tested; the hit share may differ from the screen's.
SMILES,GLP-1R inv ag,TDP-43 yeast inh,Akt phos inh,FUS suppressor,GLP-1R agonist,PTHR1 ag,Abeta yeast res,aSyn rescue,D3 antag
Oc1cccc(C(=S)N2CCCCC2)c1,18%,?,i,-24%,7%,-54%[inhibitor],-4%,4%,12
COc1ccccc1CNC(=O)CN(c1ccc(C)cc1)S(=O)(=O)c1c(C)nn(C)c1C,0%,0%,i,30%,-5%,-9%[57.5 µM],13%,0%,20
C=CCOc1ccc(C2C(C(=O)c3ccco3)=C(O)C(=O)N2c2nnc(C)s2)cc1 (configuration not stated),-3%,2%,i,?,1%,-42%[inhibitor],-16%,0%,-19
O=C(NCNC(=O)c1ccccc1)c1ccccc1,-11%,-21%,i,2%,-7%,4%,-3%,-1%,-15
CCOC(=O)C1=C(CNCc2ccc(Cl)cc2)NC(=O)NC1c1ccccc1 (configuration not stated),?,5%,.,14%,0%,-41%[inhibitor],-5%,.,.
O=C(O)c1ccc(-n2cccn2)nc1,8%,-5%,i,-7%,0%,-9%,-2%,0%,8
O=C(NCCN1CCOCC1)C1CCC(CNS(=O)(=O)c2ccc(Cl)cc2)CC1 (configuration not stated),0%,-14%,i,14%,12%,-15%,-2%,2%,20
Cc1ccc(-n2c(=S)sc3c(=O)n(-c4ccccc4F)c(SCC(=O)O)nc32)cc1C,2%,-5%,i,22%,1%,-8%,-1%,0%,-17
O=C(CN1C(=O)C2C3C=CC(C4CC34)C2C1=O)OCC(=O)c1ccccc1 (configuration not stated),9%,3%,i,.,0%,i,14%,-2%,0
COC(=O)c1cc(C)sc1NC(=O)c1cccnc1,0%,-8%,i,0%,-1%,-10%,6%,-8%,-4
COc1ccccc1-c1csc(Cc2nnc3n2CCCCC3)n1,-7%,20%,i,9%,7%,-3%,17%,3%,-1
Cc1noc(/C=C/c2cccs2)c1S(=O)(=O)N1CCC(C(=O)NCCCN2CCCC(C)C2)CC1 (configuration not stated),?,0%,i,13%,18%,-15%,-3%,2%,0
Cc1nnc(Nc2ccc(Cl)cc2)n(N)c1=O,0%,-15%,i,10%,-8%,i,-8%,0%,-8
Cc1cc(C)c(S(=O)(=O)N(C)CC(=O)N2CCCC2)c(C)c1,4%,25%,i,-7%,-7%,-1%,8%,6%,59
CN(Cc1ccccc1)C(=O)CCC1CCN(C(=O)CCC(F)(F)F)CC1,-5%,12%,i,8%,-4%,-18%,1%,-1%,25
Cc1ccc(-n2c(O)cnc2Nc2nc(C)cc(C)n2)cc1,13%,-6%,i,.,0%,-6%,-12%,1%,-25
O=C1CN(C(=O)COC(=O)CCNS(=O)(=O)c2ccc(Cl)cc2)c2ccccc2N1,-4%,2%,i,11%,11%,-9%,8%,0%,8
CC1=C(C#N)C(c2ccoc2)C(C(=O)OCc2ccccc2)=C(N)S1 (configuration not stated),-17%,-14%,i,27%,3%,i,8%,0%,0
O=C(COC(=O)CCC(=O)c1cccs1)Nc1ccccc1C(F)(F)F,-1%,17%,i,1%,3%,i,9%,-3%,-8
FC(F)(F)c1cc(-c2cccs2)nc(NCc2ccco2)n1,?,25%,i,-9%,-1%,-41%[inhibitor],8%,-1%,15
OCCOCCOc1ccc(-c2nn[nH]n2)cc1,18%,-8%[0.397 µM],i,16%,7%,i,-17%,-1%,4
CCCOc1ccc(OC(=O)c2c(-c3ccccc3Cl)noc2C)cc1,23%,15%,.,9%,.,3%,-13%,.,.
COC(=O)C1=C(C(=O)OC)[C@@H]2N(C)c3ccccc3[C@@]23C[C@@H](C(=O)OC)N(C(=O)c2ccc(Br)cc2)C3=N1,-29%,1%,i,31%,1%,-4%,-1%,0%,-23
CCC(=O)N1CCc2cc(S(=O)(=O)CCC(=O)NCc3cccs3)ccc21,-1%,0%,i,0%,3%,i,-2%,-1%,4
O=C(NC1CC(=O)N(c2cccc(F)c2)C1)C(=O)c1c[nH]c2ccccc12 (configuration not stated),9%,3%,i,-4%,-3%,i,8%,1%,-6
O=c1[nH]c(-c2ccccc2)nc(CN2CCCCC2)c1O,13%,-36%[inhibitor],i,.,1%,?,9%,-1%,0
CC(C)OC(=O)CSc1nnc(-c2ccccn2)n1C,-16%,-21%,i,2%,-5%,i,-12%,-2%,-21
Cc1ccc(C(O)c2ncc(-c3ccccc3Cl)[nH]2)cc1 (configuration not stated),6%,0%,i,5%,-4%,i,-2%,3%,-5
O=C(O)C1=C[C@@H](c2ccc(Br)cc2)C[C@@H](OCc2ccc(CO)cc2)O1,18%,0%,i,-1%,-3%,22%,-6%,4%,16
Cc1ccc(C)c(C(=O)OCC(=O)NC(=O)NCc2ccccc2)c1,-6%,2%,i,-7%,-1%,i,12%,8%,-10
COc1ccc(CNC(=O)c2cc(COc3c(F)cccc3F)on2)cc1OC,-4%,4%,i,-13%,26%,-1%,6%,-4%,21
CC(=O)C1CCC2C3CCC4CC(OC(=O)CCC(=O)O)CCC4(C)C3C(=O)CC12C (configuration not stated),9%,10%,i,27%,0%,-4%,-7%,-2%,-3
O=C(Nc1cccc2cccnc12)c1ccc(-c2cccc(Cl)c2)o1,4%,20%,.,-4%,2%,i,-3%,.,.
CN1c2ccsc2C(O)=C(C(=S)Nc2ccccc2)S1(=O)=O,-10%,?,i,26%,0%,-11%[57.5 µM],-17%,12%,-72*
O=S(=O)(c1ccccc1)c1nc(-c2ccco2)oc1NCc1cccnc1,64%[activator],0%,i,18%,10%,i,-14%[9.22 µM],-3%,-14
Cc1ccc2c(c1)N(C(C)C(=O)NCc1ccccn1)C(=O)CO2 (configuration not stated),-25%,5%,i,-1%,0%,i,11%,0%,3
N#Cc1ccc(CN2CCN(C(=O)C3CC(=O)N(c4ccccc4F)C3)CC2)cc1 (configuration not stated),-18%,11%,i,-16%,7%,-2%,6%,-2%,-19
Cc1nc(NC(=S)NC(=O)c2ccccc2)sc1C,?,6%,i,7%,-5%,i,8%,-5%,?
COc1ccc(NC(=O)C(c2ccc(OC)cc2)N(C)C(=O)CNC(C)=O)cc1 (configuration not stated),6%,-14%,i,5%,-5%,-42%[inhibitor],16%,3%,7
Cc1cccc(C(=O)N2CCc3cc(CNS(=O)(=O)c4ccc(Cl)s4)ccc32)c1,-17%,14%,.,-10%,.,-5%,10%,.,.
COc1ccc(NC2CC(=O)N(c3ccc(C(=O)O)cc3)C2=O)cc1 (configuration not stated),-16%,-22%,i,29%,0%,11%,-7%,0%,-16
COc1cc(Nc2cc(C)nc3nc(C)nn23)cc(OC)c1OC,36%,-16%,i,22%,-2%,9%,-22%,-5%,-24
CC(=O)Nc1cccc(C(=O)N/N=C/c2ccc(F)cc2)c1,?,-2%,i,7%,-1%,-18%,-3%,-5%,-16
CC1=C(C(=O)Nc2ccccc2F)C(c2cccs2)NC(=S)N1 (configuration not stated),17%,-12%,i,8%,13%,i,6%,0%,1
CC[C@]12c3[nH]c4cc(-c5ccco5)ccc4c3CCN1C(=O)[C@@H](CC(=O)NCCC1=CCCCC1)C[C@@H]2C(=O)N1CCN(C(=O)c2ccco2)CC1,7.9µM*,-3%,i,?,1%,5%,-5%,1%,-29

# 3 structures from above, arranged by length of the SMILES, descending:
SMILES,GLP-1R inv ag,TDP-43 yeast inh,Akt phos inh,FUS suppressor,GLP-1R agonist,PTHR1 ag,Abeta yeast res,aSyn rescue,D3 antag
O=C(Nc1cccc2cccnc12)c1ccc(-c2cccc(Cl)c2)o1,4%,20%,.,-4%,2%,i,-3%,.,.
COc1cc(Nc2cc(C)nc3nc(C)nn23)cc(OC)c1OC,36%,-16%,i,22%,-2%,9%,-22%,-5%,-24
Cc1ccc(-n2c(O)cnc2Nc2nc(C)cc(C)n2)cc1,13%,-6%,i,.,0%,-6%,-12%,1%,-25

# (more compounds)
SMILES,GLP-1R inv ag,TDP-43 yeast inh,Akt phos inh,FUS suppressor,GLP-1R agonist,PTHR1 ag,Abeta yeast res,aSyn rescue,D3 antag
O=C1c2oc3ccccc3c(=O)c2C(c2cccc(O)c2)N1CCCN1CCOCC1 (configuration not stated),6%,0%,i,2%,-6%,-9%,4%,1%,-15
COC(=O)c1ccc(C2NC(=O)CCC2[N+](=O)[O-])cc1 (configuration not stated),6%,-17%,i,28%,-5%,16%,-5%,0%,-15
COc1ccc(-c2cc(OC(=O)c3cccc(Cl)c3)c3c(C)oc(C)c3c(=O)c2)cc1,6%,6%,.,?,.,-14%,24%,.,.
CN(C)c1ccc(CNC(=O)C2COc3ccccc3C2)cc1 (configuration not stated),-14%,19%,.,-7%,.,-4%,1%,.,.
COc1cc(CN2CCC(C(=O)NCC(C)(C)CN(C)C)CC2)ccc1OCc1ccccc1,?,5%,i,-23%,13%,i,-5%,-4%,-18
O=c1c2ccc(Cl)cc2nc2n1CC/C2=C\c1cccc(O)c1,40%[activator],-4%,i,16%,0%,-14%,15%,4%,25
CNc1nc(-c2ccccc2)nnc1C(F)(F)F,0%,0%,i,20%,7%,28%[57.5 µM],16%,-3%,0
COc1ccc(S(=O)(=O)N2CCC(C(=O)Oc3cccc(C)c3)CC2)cc1OC,3%,-14%,i,11%,-4%,-8%,-5%,6%,8
Cc1ccc(-c2nnn(CC(=O)N(CCN3CCOCC3)C(C(=O)NC(C)(C)C)c3ccco3)n2)cc1 (configuration not stated),14%,-11%,i,19%,12%,-4%,8%,6%,2
CCOC(=O)c1ccccc1NC(=O)CSc1nc(N)cc(N)n1,22%,-19%,i,23%,17%,i,-13%,-8%,-18
CCCCOc1ccc(NC(=O)CN2CCN(C(=O)OCC)CC2)cc1,-25%,-7%,i,15%,6%,-34%,-13%,-6%,-26
